Source: PubChem BioAssay (several laboratories)
MITF act: MITF TRPM1 promoter activation in melanoma cells. SK-MEL-5 TRPM1-promoter luciferase, 24 h; % of positive control, neutral wells = 0. activation, % at 12.5 µM. actives 0.75% (n = 300,000). AID 588334;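 active means mean activation of at least 80% with every replicate also reaching 80%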;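 further: 0% = neutral control wells and 100% = parthenolide positive control wells; values of inactives mirror those of a sister screen read the other way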
SR-BI HDL uptake: mouse SR-BI HDL lipid transfer inhibition; AID 488896; ldlA[mSR-BI] CHO cells, DiI-HDL uptake fluorescence, 3 h; Q61009; inhibition, % at 12.5 µM; actives 0.96% (n = 320,000);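 active means mean replicate inhibition of at least 70% and a set share of replicates each scoring 70 or more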;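 further: 0% = median of neutral control wells and 100% = median of positive control wells; values of inactives mirror those of a sister screen read the other way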
Target sequence (Q61009 whole entry, looked up): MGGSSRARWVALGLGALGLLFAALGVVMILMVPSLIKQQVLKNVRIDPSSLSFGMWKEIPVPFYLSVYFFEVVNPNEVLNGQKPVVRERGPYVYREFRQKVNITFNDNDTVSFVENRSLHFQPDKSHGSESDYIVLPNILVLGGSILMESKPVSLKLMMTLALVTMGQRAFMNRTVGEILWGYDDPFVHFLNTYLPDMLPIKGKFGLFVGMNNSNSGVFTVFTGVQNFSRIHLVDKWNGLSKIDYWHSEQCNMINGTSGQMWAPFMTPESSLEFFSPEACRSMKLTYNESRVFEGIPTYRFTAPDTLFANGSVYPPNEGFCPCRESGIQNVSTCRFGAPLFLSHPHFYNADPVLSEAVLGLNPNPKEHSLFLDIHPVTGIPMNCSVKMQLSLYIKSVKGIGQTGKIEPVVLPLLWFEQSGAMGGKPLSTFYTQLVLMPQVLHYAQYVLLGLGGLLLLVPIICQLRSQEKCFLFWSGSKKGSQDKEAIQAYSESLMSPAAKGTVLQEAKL
Wnt bcat act: Wnt/beta-catenin pathway activation; Wnt/beta-catenin reporter cell assay, activator, plate reader; actives 1.2% (n = 300,000); activation, % at 9.35 µM; AID 743398; in the data active means activation above about 30%, passing the limit was not always enough;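 further: 0% = neutral control wells and 100% = positive control wells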
CAL PDZ FP-1: blocks peptide binding to human CAL PDZ domain; purified CAL PDZ, TMR-peptide fluorescence polarization, 1 h; inhibition, % at 20 µM; actives 0.02% (n = 330,000); AID 504414;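 active means highest replicate inhibition of at least 40%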;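 further: plate controls were DMSO neutral control wells for no effect and unlabeled competitor peptide control wells for full effect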
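Test system: tagged CAL PDZ domain / Buffer or medium: sodium phosphate/NaCl buffer pH 7.4 with TCEP, IgG, Thesit / Reagent: TMR-labelled reporter peptide T*-PRC34 bound in PDZ groove / Compound dosing: single point, 20 µM / Schedule: 1 h incubation at room temperature before polarization reading / Technique: fluorescence polarization (mP) / Benchmarks: unlabelled peptide, DMSO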
E coli growth: reduces bacterial viability in AddAB counter-screen; actives 0.27% (n = 330,000); inhibition, % at 11.9 µM; E. coli V3065 growth, OD600 absorbance, 18 h;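 active means inhibition above the campaign's mean inhibition across all tested compounds plus 3 SD, cut at about 9.9% in these data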;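 further: uninfected addAB+ strain grown without phage in ampicillin broth; 0% = DMSO wells and 100% = ciprofloxacin 0.95 µg/ml wells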
AddAB inh: less growth of phage-infected E. coli with AddAB. E. coli expressing H. pylori AddAB, absorbance growth. inhibition, % at 11.9 µM. actives 0.29% (n = 330,000). AID 435030; in the data active means inhibition above about 12%;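 further: 0% = vehicle wells of infected cells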
SR-BI DiI-HDL act: SR-BI HDL lipid transfer activation. CHO ldlA[mSR-BI] cells, DiI-HDL uptake fluorescence, 3 h; 100 = double the neutral-control signal. activation, % at 12.5 µM. actives 0.096% (n = 320,000);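 active means mean replicate activation of at least 60% and every replicate at or above 60%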;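 further: 0% = median plate neutral-control signal and 100% = twice that signal; values of inactives mirror those of a sister screen read the other way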
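Material: SR-BI-overexpressing, LDLR-lacking CHO cells | Dosing: Single compound concentration, delivered by pin transfer | Probe or stimulus: Labelled HDL, 10 µg/mL | Signal: Bottom-read cell fluorescence after medium removal, ex 550/em 595 nm | Schedule: 3 h, 37 °C | Evaluation: HDL uptake via cellular fluorescence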
Tat transport: blocks Tat-dependent protein export in E. coli; E. coli MC4100 TorA-mCherry Tat export, fluorescence; inhibition, % at 10 µM; actives 0.036% (n = 340,000);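 active means mean replicate inhibition at least 50% and at least half of replicates individually reaching 50%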;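 further: exported cargo escapes ClpAP degradation while cytoplasmic cargo is degraded and loses fluorescence; 0% = median of neutral control wells and 100% = median of NaSCN control wells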
CAL PDZ FP-2: CAL PDZ (human) peptide binding inhibition; actives 0.92% (n = 300,000); inhibition, % at 24.9 µM; Q9HD26; purified CAL PDZ, TMR-peptide fluorescence polarization, 1 h; AID 602252;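 active means mean inhibition of at least 30% with at least half of replicates also reaching 30%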;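 further: 0% = DMSO neutral control and 100% = excess unlabeled competitor peptide PRC23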
phage Ecoli inh: E. coli growth loss with phage present; growth absorbance; inhibition, % at 11.9 µM; actives 0.26% (n = 360,000); AID 651602; in the data active means inhibition above about 11%
Numbers without * were called inactive.

What do the screens show for `CCOc1ccccc1C(=O)OCC(=O)NCc1ccc2c(c1)OCO2`?
MITF act: 14.5; SR-BI HDL uptake: -4.4; Wnt bcat act: -3.5; CAL PDZ FP-1: -0.9; E coli growth: 2.2; AddAB inh: -0.9; SR-BI DiI-HDL act: 4.4; Tat transport: -5.5; CAL PDZ FP-2: 7.6; phage Ecoli inh: 4.6

How did COc1ccc(S(=O)(=O)NCc2ccco2)cc1-c1nnc2c3ccccc3c(C)nn12 do in these assays?
MITF act: -3.6; SR-BI HDL uptake: -0.6; CAL PDZ FP-1: -3.1; E coli growth: 0.1; AddAB inh: 0.2; SR-BI DiI-HDL act: 0.6; Tat transport: -10.3; CAL PDZ FP-2: 1.5; phage Ecoli inh: -0.7

How did O=C(Nc1cccc(C(=O)O)c1)/C(=C\c1ccco1)NC(=O)c1ccc(Br)o1 do in these assays?
MITF act: 8.5; SR-BI HDL uptake: -16.9; Wnt bcat act: 0.9; CAL PDZ FP-1: -2.9; E coli growth: 0.1; AddAB inh: 1.7; SR-BI DiI-HDL act: 16.9; Tat transport: 4.1; CAL PDZ FP-2: 0.0; phage Ecoli inh: -0.8

How did COc1ccc(N(C(=O)c2snc(C(N)=O)c2N)C(C(=O)NC2CCCC2)c2ccco2)c(OC)c1 (centres undefined) do in these assays?
MITF act: -19.9; Wnt bcat act: 0.6; CAL PDZ FP-1: -2.0; Tat transport: 7.6; CAL PDZ FP-2: -6.1; phage Ecoli inh: -0.6

What do the screens show for `Cn1nnnc1SCC(=O)N1CCN(c2cccc(Cl)c2)CC1`?
MITF act: -1.7; Wnt bcat act: -1.4; CAL PDZ FP-1: -1.4; E coli growth: 0.4; AddAB inh: 4.0; Tat transport: 36.5; CAL PDZ FP-2: 0.9; phage Ecoli inh: 1.4

What do the screens show for `Cc1cccc(NC(=O)CSc2cccc3cccnc23)c1C`?
MITF act: 0.7; SR-BI HDL uptake: 0.5; Wnt bcat act: 0.6; CAL PDZ FP-1: -0.9; E coli growth: -0.1; AddAB inh: 1.0; SR-BI DiI-HDL act: -0.5; Tat transport: -4.1; CAL PDZ FP-2: -4.5; phage Ecoli inh: 2.7

Results for Cc1cccc(C(C)C)c1NC(=O)CSc1cccc[n+]1[O-] ?
MITF act: 9.1; SR-BI HDL uptake: -25.7; Wnt bcat act: -4.1; CAL PDZ FP-1: 0.8; E coli growth: 0.4; AddAB inh: 0.5; SR-BI DiI-HDL act: 25.7; Tat transport: 9.9; CAL PDZ FP-2: -5.2; phage Ecoli inh: 4.4

What do the screens show for `Cc1ccc(-c2cc(C(=O)N3CCN(c4ncccn4)CC3)c3cc(Br)ccc3n2)o1`?
MITF act: 13.9; SR-BI HDL uptake: 20.8; Wnt bcat act: 0.8; CAL PDZ FP-1: -1.4; E coli growth: 1.3; AddAB inh: 0.8; SR-BI DiI-HDL act: -20.8; Tat transport: -0.3; CAL PDZ FP-2: -1.3; phage Ecoli inh: -1.3

What do the screens show for `CC1=C(C(=O)OC(C)(C)C)C(c2ccco2)C(C#N)=C(N)O1` (centres undefined)?
MITF act: 6.8; SR-BI HDL uptake: -32.9; Wnt bcat act: -1.3; CAL PDZ FP-1: -2.1; E coli growth: 0.6; AddAB inh: 4.0; SR-BI DiI-HDL act: 32.9; Tat transport: -13.4; CAL PDZ FP-2: -1.0; phage Ecoli inh: 1.6

How did Cc1ccc(NC(=O)/C=N/OCC(=O)NCc2ccccc2Cl)cc1 do in these assays?
MITF act: -11.0; SR-BI HDL uptake: 3.4; Wnt bcat act: 10.9; CAL PDZ FP-1: 0.3; E coli growth: 1.7; AddAB inh: 0.7; SR-BI DiI-HDL act: -3.4; Tat transport: -2.0; CAL PDZ FP-2: -7.1; phage Ecoli inh: 4.7

What do the screens show for `CC1CCc2nn(CC(=O)Nc3c(F)cc(F)cc3Br)cc2C1` (centres undefined)?
MITF act: 14.3; SR-BI HDL uptake: 6.7; Wnt bcat act: -0.9; CAL PDZ FP-1: 0.8; E coli growth: -0.5; AddAB inh: 1.4; SR-BI DiI-HDL act: -6.7; Tat transport: 6.3; CAL PDZ FP-2: -3.2; phage Ecoli inh: 3.6

Results for CCOc1ccccc1OCCCC(=O)NCCc1ccc(S(N)(=O)=O)cc1 ?
MITF act: 2.1; SR-BI HDL uptake: -6.5; Wnt bcat act: -2.1; CAL PDZ FP-1: -2.2; E coli growth: -1.3; AddAB inh: 0.7; SR-BI DiI-HDL act: 6.5; Tat transport: -7.9; CAL PDZ FP-2: 0.7; phage Ecoli inh: 2.3

Results for CN(CC(=O)Nc1ccc(F)c(F)c1F)C(=O)C1CCN(C(=O)Nc2ccccc2)CC1 ?
MITF act: -6.8; SR-BI HDL uptake: -17.1; Wnt bcat act: 3.4; CAL PDZ FP-1: -2.3; E coli growth: -1.1; AddAB inh: 0.8; SR-BI DiI-HDL act: 17.1; Tat transport: 2.1; CAL PDZ FP-2: -1.7; phage Ecoli inh: 1.8

What do the screens show for `CC(NC(=O)C1CCC1)c1ccc(Cl)cc1` (centres undefined)?
MITF act: -1.6; SR-BI HDL uptake: -29.5; Wnt bcat act: -1.8; CAL PDZ FP-1: 0.1; E coli growth: 0.5; AddAB inh: 1.4; SR-BI DiI-HDL act: 29.5; Tat transport: 4.9; CAL PDZ FP-2: -1.3; phage Ecoli inh: 1.2

Results for CCN(CC)S(=O)(=O)c1cccc2c(N(C)C)cccc12 ?
MITF act: 9.2; SR-BI HDL uptake: 16.8; CAL PDZ FP-1: 0.5; E coli growth: 2.0; AddAB inh: 3.8; SR-BI DiI-HDL act: -16.8; Tat transport: -2.6; CAL PDZ FP-2: -3.6; phage Ecoli inh: 1.9

Results for Cc1cccc(NC(=S)NC(C)C(c2cccs2)N2CCN(C)CC2)c1C (centres undefined) ?
MITF act: -9.6; SR-BI HDL uptake: -4.9; Wnt bcat act: -2.4; CAL PDZ FP-1: -2.7; E coli growth: 1.5; AddAB inh: 2.9; SR-BI DiI-HDL act: 4.9; Tat transport: -4.6; CAL PDZ FP-2: -1.4; phage Ecoli inh: 1.8

How did O=C(Cn1cc(/C=C\[N+](=O)[O-])c2ccccc21)Nc1ccccc1 do in these assays?
MITF act: -90.4; Wnt bcat act: 1.1; CAL PDZ FP-1: -3.9; E coli growth: -3.3; AddAB inh: 3.2; Tat transport: 11.2; CAL PDZ FP-2: 6.2; phage Ecoli inh: 1.4

Results for CCOC(=O)c1c(NC(=O)CN2CCOCC2)sc2c1CCCC2=O ?
MITF act: 10.7; SR-BI HDL uptake: 23.4; CAL PDZ FP-1: -2.2; E coli growth: -2.6; AddAB inh: -1.3; SR-BI DiI-HDL act: -23.4; Tat transport: 3.3; phage Ecoli inh: 2.6

How did CN1C(=C2C(=O)OC(C)(C)OC2=O)Sc2ccccc21 do in these assays?
MITF act: 47.3; SR-BI HDL uptake: -12.6; Wnt bcat act: 0.9; CAL PDZ FP-1: -1.1; E coli growth: 1.7; AddAB inh: 1.0; SR-BI DiI-HDL act: 12.6; Tat transport: -1.4; CAL PDZ FP-2: -5.0; phage Ecoli inh: 1.2

What do the screens show for `Cc1nc(C(F)(F)F)ccc1C(=O)N1CCCCC1`?
SR-BI HDL uptake: 15.9; Wnt bcat act: -0.2; CAL PDZ FP-1: 0.0; E coli growth: 1.4; AddAB inh: 5.8; SR-BI DiI-HDL act: -15.9; Tat transport: -9.0; CAL PDZ FP-2: 10.4; phage Ecoli inh: 2.2

What do the screens show for `COc1ccc(-c2nnn(CCc3nn[nH]n3)n2)cc1OC`?
MITF act: -5.9; SR-BI HDL uptake: -21.7; Wnt bcat act: 1.9; CAL PDZ FP-1: -0.1; E coli growth: -0.9; AddAB inh: 2.4; SR-BI DiI-HDL act: 21.7; Tat transport: 0.2; phage Ecoli inh: 3.3

How did O=C(CNC(=O)c1ccc(Cl)cc1)c1ccccc1 do in these assays?
Wnt bcat act: 2.8; CAL PDZ FP-1: 1.5; E coli growth: -1.1; AddAB inh: 4.8; Tat transport: -4.0; CAL PDZ FP-2: -4.0; phage Ecoli inh: 4.0

Results for C=CCOc1ccc(/C(O)=C2/C(=O)C(=O)N(CCCN3CCOCC3)C2c2ccccc2)cc1 (centres undefined) ?
MITF act: 10.4; SR-BI HDL uptake: -5.8; CAL PDZ FP-1: -0.7; E coli growth: -1.7; AddAB inh: 2.7; SR-BI DiI-HDL act: 5.8; Tat transport: -0.1; CAL PDZ FP-2: -3.5; phage Ecoli inh: 1.0

Results for O=C(O)c1ccc(N2C(=O)CC(N3CCN(c4cccc(C(F)(F)F)c4)CC3)C2=O)cc1 (centres undefined) ?
MITF act: 11.8; SR-BI HDL uptake: -13.4; Wnt bcat act: 0.5; CAL PDZ FP-1: 0.4; E coli growth: 0.4; AddAB inh: 0.7; SR-BI DiI-HDL act: 13.4; Tat transport: -0.6; phage Ecoli inh: 0.3

What do the screens show for `O=C(N/N=C/c1ccncc1)c1cccc(N/N=C/c2ccncc2)c1`?
MITF act: 29.1; SR-BI HDL uptake: 59.7; Wnt bcat act: 1.7; CAL PDZ FP-1: 2.4; E coli growth: -3.8; AddAB inh: -2.0; SR-BI DiI-HDL act: -59.7; Tat transport: 3.8; CAL PDZ FP-2: -2.6; phage Ecoli inh: 0.8

Results for CCC/C(=N\NC(=O)CNC(=O)c1ccc(Cl)cc1)c1ccccc1 ?
MITF act: 3.1; SR-BI HDL uptake: 8.7; Wnt bcat act: -1.3; CAL PDZ FP-1: -0.7; E coli growth: 0.6; AddAB inh: 0.0; SR-BI DiI-HDL act: -8.7; Tat transport: -1.1; CAL PDZ FP-2: 78.5*; phage Ecoli inh: 2.9

How did O=C(Nc1cccc(CNCCc2c[nH]c3ccccc23)c1)c1ccccc1Cl do in these assays?
MITF act: -1.7; SR-BI HDL uptake: 13.6; Wnt bcat act: 0.2; CAL PDZ FP-1: -0.7; E coli growth: -1.9; AddAB inh: -3.0; SR-BI DiI-HDL act: -13.6; Tat transport: 16.3; CAL PDZ FP-2: -4.6; phage Ecoli inh: 4.2

Results for Nc1ccccc1Sc1nc2ccccc2[nH]1 ?
MITF act: -4.3; SR-BI HDL uptake: 53.8; Wnt bcat act: -1.7; CAL PDZ FP-1: -1.8; E coli growth: -2.1; AddAB inh: -1.2; SR-BI DiI-HDL act: -53.8; Tat transport: -3.1; CAL PDZ FP-2: 1.3; phage Ecoli inh: -3.3

How did CC(NC(=S)Nc1ccc(S(N)(=O)=O)cc1)c1ccc2c(c1)OCO2 (centres undefined) do in these assays?
MITF act: 9.4; SR-BI HDL uptake: -12.3; CAL PDZ FP-1: -0.6; E coli growth: 0.7; AddAB inh: 5.2; SR-BI DiI-HDL act: 12.3; Tat transport: 7.0; CAL PDZ FP-2: -4.6; phage Ecoli inh: 3.1
